# PhoP GFP inhibition – Inhibition of PhoP regulon, Salmonella typhi GFP reporter cells, confirmation, 4 h (AID 1850); Salmonella Typhi PhoP-promoter GFP reporter, fluorescence, 4 h; higher % means a stronger effect; inhibition, % at 50 µM; hits with a dose series show IC50 in µM; 310,000 compounds, 0.33% hits; in the data active = a potency from the dose series; inconclusive = inhibition mostly from about 25% at the one dose, without a potency; inactive = the rest, 99 in 100 with inhibition below about 19%;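 also: 0% = induced wells with vehicle and 100% = uninduced wells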
# influenza NS1A – NS1A inhibition, H1N1 influenza, cell based functional assay (AID 504329). NS1A functional cell-based assay, percent inhibition; higher % means a stronger effect. inhibition, % at 12.5 µM; hits with a dose series show IC50 in µM. 340,000 compounds, 0.3% hits; in the data active = a potency from the dose series; inconclusive = inhibition above about 27% without an active follow-up result; also: strong numbers were not always called active
# tuberculosis growth – growth inhibition of non-replicating M. tuberculosis (AID 488890) | Mycobacterium tuberculosis non-replicating, growth inhibition; higher % means a stronger effect | inhibition, % at 25 µM, or IC50 in µM where a hit was titrated | 320,000 compounds, 0.39% hits; in the data active = a potency from the dose series; inconclusive = inhibition mostly from about 82% at the one dose, without a potency; inactive = the rest, 99 in 100 with inhibition below about 76%;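 also: plate controls were DMSO cells for no effect and high antibiotic wells for full effect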
# H37Rv inhibition – M. tuberculosis growth inhibition, HTS (AID 449762); 330,000 compounds, 0.59% hits; one-dose inhibition, % at 25 µM; IC50 in µM for titrated hits; M. tuberculosis H37Rv growth inhibition, 7H9 media; higher % means a stronger effect; in the data active = a potency from the dose series; inconclusive = inhibition above about 70% without an active follow-up result;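 also: bacterial growth assessed after seven days of incubation; strong numbers were not always called active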
# VEEV TC-83 Vero – inhibitors of VEEV TC-83 cytopathic effect, confirmation, Vero cells (AID 588727). 350,000 compounds, 0.13% hits. inhibition, % at 20 µM; hits with a dose series show IC50 in µM. Vero cells, VEEV TC-83 cytopathic effect inhibition; higher % means a stronger effect; in the data active = a potency from the dose series; inconclusive = inhibition mostly from about 14% at the one dose, without a potency; inactive = the rest, 99 in 100 with inhibition below about 12%; also: strong numbers were not always called active
# VEEV TC-83 Vero 10K pilot screen – second read-out of VEEV TC-83 Vero, no call of its own (marks repeat the call); inhibition, %; measured here: 10K pilot screen inhibition
# * hit, by the source's call; i = inactive; ? = inconclusive; . = not tested or not shown.
SMILES,PhoP GFP inhibition,influenza NS1A,tuberculosis growth,H37Rv inhibition,VEEV TC-83 Vero,others
Cc1c(NC(=O)[C@@H](NC(=O)c2ccc(Cl)c([N+](=O)[O-])c2)C(C)C)c(=O)n(-c2ccccc2)n1C,.,5%,22%,0%,0.6%,
C=C(C)CSc1nnc([C@@H]2CCCN2C(=O)OC(C)(C)C)o1,5%,1%,3%,-6%,0.3%,
CC1CC=C(O)C12OCC(C)(C)CO2 (configuration not stated),.,-2%,.,.,1.7%,
CCOc1nc(NCCO)nc(Nc2cc(Cl)ccc2OC)n1,-8%,-4%,10%,7%,0.7%,
O=Cc1cnc(N2CCCCC2)s1,-16%,0%,9%,53%,3.6%,
O=C1/C(=C/c2ccncc2)SC(=S)N1N1CCOCC1,-7%,4%,15%,0%,i,
N#Cc1c(Nc2ccccc2)s[nH]c1=O,0%,0%,11%,-7%,0.8%,
COc1cc(C2NC(=S)NC3=C2CCc2ccccc23)cc(OC)c1OC (configuration not stated),-7%,-3%,3%,-11%,2.0%,
Fc1ccc(Oc2cnc3ccccc3n2)cc1,-6%,-11%,75%,13%,3.6%,
Cc1cc(C)c(C)c(S(=O)(=O)N(C)C2CCN(C)CC2)c1C,12%,3%,6%,-2%,1.3%,
Nc1c(C(=O)c2cccs2)oc2ccccc12,-8%,-7%,15%,-11%,2.0%,
Cc1ccccc1CN1[C@@H](C(C)C)COCCS1(=O)=O,7%,-14%,36%,-6%,i,
CC1CN(C(=O)c2ccc(S(=O)(=O)Nc3ccccc3Cl)cc2)CC(C)O1 (configuration not stated),0%,-4%,-6%,-17%,5.0%,
O=S(=O)(Nc1ccc(-c2ccccc2)cc1)c1ccccc1,.,-1%,.,.,2.9%,
O=c1c2cc(Cl)cc(Cl)c2nc(CN2CCOCC2)n1-c1ccccc1F,6%,2%,17%,4%,2.5%,
O=C(NC1CC2CCCC(C1)N2Cc1ccccc1)c1ccc([N+](=O)[O-])cc1 (configuration not stated),-4%,-1%,-1%,3%,i,
Cc1nnc(SCC(=O)NC2CCCCCC2)n1N,.,0%,9%,1%,0.6%,
c1ccc2occc2c1,.,-5%,9%,7%,0.8%,
CCC(=O)NCCc1nc2ccccc2n1Cc1ccc(C)cc1,-5%,-5%,16%,0%,i,
O=C(C1CC1)N1CCc2cc(Br)cc(S(=O)(=O)NCCCN3CCCCC3)c21,9%,7%,-2%,2%,i,

# Continued; it opens with the five that closed the last part.
SMILES,PhoP GFP inhibition,influenza NS1A,tuberculosis growth,H37Rv inhibition,VEEV TC-83 Vero,others
O=C(NC1CC2CCCC(C1)N2Cc1ccccc1)c1ccc([N+](=O)[O-])cc1 (configuration not stated),-4%,-1%,-1%,3%,i,
Cc1nnc(SCC(=O)NC2CCCCCC2)n1N,.,0%,9%,1%,0.6%,
c1ccc2occc2c1,.,-5%,9%,7%,0.8%,
CCC(=O)NCCc1nc2ccccc2n1Cc1ccc(C)cc1,-5%,-5%,16%,0%,i,
O=C(C1CC1)N1CCc2cc(Br)cc(S(=O)(=O)NCCCN3CCCCC3)c21,9%,7%,-2%,2%,i,
Cc1csc2nc(O)c(C(=O)NCCN3CCOCC3)c(=O)n12,1%,-12%,-10%,-1%,1.8%,
O=C(O)c1cc(-c2cc(C(=O)O)c3ccccc3n2)nc2ccccc12,3%,.,-15%,9%,.,
O=S(=O)(c1ccc(NC(=S)N2CCN(c3ccccc3F)CC2)cc1)N1CCOCC1,1%,4%,18%,-7%,4.5%,
CCOC(=O)COc1nc(-c2ccccc2)cc(-c2ccco2)c1C#N,-2%,-20%,77%,?,0.1%,
CCCCOc1ccc(C(=O)Oc2cccnc2)cc1,-2%,-9%,41%,50%,i,
CCCn1nc(NS(=O)(=O)c2cccc3nonc23)c2cc3cccc(C)c3nc21,4%,6%,14%,6%,2.5%,
Cc1ccc2c(c1)c1c(n2CC2COC(C)(C)O2)C(=O)CCC1 (configuration not stated),-6%,-1%,4%,-2%,2.2%,
CN(c1cccc(Cl)c1)S(=O)(=O)c1cccc(C(=O)NCc2ccncc2)c1,.,-1%,.,.,i,
COc1cccc(/C=N/NC(=O)Cn2cnc3c2c(=O)n(C)c(=O)n3C)c1,-20%,.,0%,-10%,1.6%,
NC(=O)Nc1ccc(C(=O)OCC(=O)N2CCCC2=O)cc1,.,-4%,21%,-7%,5.8%,
COc1ccc(NC(=S)NC(NC(=O)CF)C(Cl)(Cl)Cl)c([N+](=O)[O-])c1 (configuration not stated),-4%,3%,43%,-6%,i,
CCCC1CC(CSC(=N)N)OC1=O (configuration not stated),5%,2%,34%,4%,2.0%,
CCOC(=O)C1CCCN(C(=O)c2cc(-c3ccccc3)nc3ccccc23)C1 (configuration not stated),-2%,-3%,-1%,3%,1.0%,VEEV TC-83 Vero 10K pilot screen=0.6
O=C(/C=C\c1ccco1)NC(=S)Nc1ccccc1O,22%,-3%,?,40%,2.0%,
Cc1cc(C)cc(NC(=O)Nc2cc(-c3ccccc3)nn2C)c1,1%,0%,7%,-4%,5.5%,
Cc1ccccc1OCCC(=O)OCC(=O)Nc1c(C)nn(-c2ccccc2)c1C,2%,-2%,22%,6%,0.4%,
COc1ccccc1NC(=O)CCNS(=O)(=O)c1ccc2[nH]c(=O)oc2c1,1%,1%,2%,3%,i,
COc1cc(C(=O)NCC(c2ccco2)N(C)C)cc(OC)c1OC (configuration not stated),-6%,3%,23%,-5%,2.7%,
CN(C(=O)c1cccc(NC(=O)Cc2ccc(NC(=O)C3CCN(C(=O)C4CCCCC4)CC3)cc2)c1)C1CC1,.,-3%,.,.,0.3%,
O=C(NC12CC3CC(CC(C3)C1)C2)c1ccccc1,3%,-1%,69%,10%,0.6%,

# Random excerpt: 2 compounds from above.
SMILES,PhoP GFP inhibition,influenza NS1A,tuberculosis growth,H37Rv inhibition,VEEV TC-83 Vero,others
COc1cc(C(=O)NCC(c2ccco2)N(C)C)cc(OC)c1OC (configuration not stated),-6%,3%,23%,-5%,2.7%,
Cc1ccc2c(c1)c1c(n2CC2COC(C)(C)O2)C(=O)CCC1 (configuration not stated),-6%,-1%,4%,-2%,2.2%,

# Continuation.
SMILES,PhoP GFP inhibition,influenza NS1A,tuberculosis growth,H37Rv inhibition,VEEV TC-83 Vero,others
O=C(c1ccccc1)c1ccc(Cn2cc(CCCO)nn2)cc1,-39%,0%,-2%,-1%,0.3%,
COc1ccccc1NS(=O)(=O)c1cccc(N2CC(O)=C(c3ccccc3)C2=N)c1,-6%,6%,-25%,-7%,0.8%,
Cc1ccc(C)c(NC(=O)C2CC(O)CN2C(=O)Oc2ccccc2)c1 (configuration not stated),12%,-4%,-8%,-4%,0.7%,
Cc1c(C(=O)COC(C)(C)C)[nH]c2ccccc12,-3%,1%,17%,35%,0.8%,
Cc1nn(-c2ccccc2)c(N2CCCC2)c1/C=N/Nc1ccc(S(N)(=O)=O)cc1[N+](=O)[O-],6%,10%,50%,>100µM*,8.9%,
Cc1c(OCC(=O)NCC(O)c2ccccc2)ccc2c3c(c(=O)oc12)CCCC3 (configuration not stated),-2%,6%,-9%,?,7.6%,
c1cc(-c2cccs2)nc(-c2cccs2)c1,-7%,2%,57%,5%,i,
CCOc1ccc(NC(=O)Cn2nnc3c(cnn3-c3ccc(F)cc3)c2=O)cc1,-3%,-5%,8%,-6%,i,
CC(=O)NCCNC(=O)c1ccc(Cn2c(=O)[nH]c3ccsc3c2=O)cc1,13%,-6%,-7%,-2%,i,
COc1ccccc1C(=O)Nc1sc2c(c1C(N)=O)CCCC2,-6%,-58%,-1%,8%,0.3%,
O=c1[nH]c2ccccc2c(O)c1O,-1%,-8%,9%,-4%,?,
CC(C)C(NS(=O)(=O)c1cccs1)C(=O)Nc1nc(C(C)(C)C)cs1 (configuration not stated),-6%,-4%,29%,-7%,0.3%,
NC(=O)c1ccc[n+](CC(=O)Nc2ccccc2C(=O)O)c1,-6%,1%,10%,10%,0.8%,
CN1CCN(c2ccc(C(CC(N)=O)NC(=O)c3ccccc3)cc2[N+](=O)[O-])CC1 (configuration not stated),0%,-11%,-14%,-4%,0.9%,
Cc1ccc(S(=O)(=O)N2CCN(C(=O)CN3C(=O)NC(C)(c4ccc5ccccc5c4)C3=O)CC2)cc1 (configuration not stated),.,-8%,.,.,1.2%,
COc1ccc2c(c1)c(C(=O)O)c(C)n2-c1ccccc1,8%,-11%,-10%,-3%,2.1%,
Cc1ccc(-n2c(O)c(/C=N/Nc3ccccc3)c(=O)[nH]c2=O)cc1C,-1%,.,1%,38%,.,
Cc1ccc(-n2nc3c(c2NC(=O)c2ccco2)CS(=O)(=O)C3)c(C)c1,-1%,-2%,-10%,-13%,0.0%,
COC(=O)CNC(=O)c1ccc(NS(=O)(=O)c2cc([N+](=O)[O-])ccc2Cl)cc1,-2%,-4%,3%,1%,0.7%,
Cc1nn(C)c(C)c1Nc1ccc(N2C(=O)C3C4C=CC(C4)C3C2=O)cc1[N+](=O)[O-] (configuration not stated),-5%,3%,13%,10%,0.7%,
CC1CCN(S(=O)(=O)Cc2ccccc2Cl)CC1,-5%,8%,0%,-7%,0.6%,
COc1ccc(S(=O)(=O)NN(C)C(=O)c2nn(-c3ccccc3)ccc2=O)cc1,0%,-3%,-20%,-2%,1.0%,
COC(=O)c1ccc(N=NNc2cccc(Br)c2)cc1,-8%,-6%,18%,-2%,i,
CCCCN(C)C(=O)C1CCC(=O)N(c2cc(OC)c(OC)c(OC)c2)C1c1ccc(OC)cc1 (configuration not stated),6%,7%,-4%,2%,i,
O=C(CN1C(=O)S/C(=C\c2cccs2)C1=O)Nc1ccc(O)c(C(=O)O)c1,-22%,9%,6%,0%,0.4%,
Cc1cccc(OCC(=O)N/N=C\c2cn(C)c3ccccc23)c1,2%,-9%,31%,?,4.2%,
Oc1[nH]c2ccc(Br)cc2c1N=NC(=S)Nc1ccc(F)cc1,14%,-8%,70%,5%,3.1%,
CC(=O)Oc1ccc(-c2cccc(C(=O)NCCO)c2)cc1,-5%,3%,19%,-1%,0.6%,
COc1cc(C(CC(=O)Nc2cc(C)ccn2)N2Cc3ccccc3C2=O)cc(OC)c1OC (configuration not stated),6%,-7%,-12%,11%,1.1%,
CN1CCN(S(=O)(=O)c2cccc(C(=O)Nc3cccc([N+](=O)[O-])c3)c2)CC1,2%,5%,-13%,-6%,1.4%,
CCn1nc(C(=O)Nc2nc3ccccc3[nH]2)c2ccccc2c1=O,-7%,-1%,3%,40%,11%,
CN(Cc1ccccc1)C(=O)COC(=O)c1ccc2ccccc2n1,0%,-14%,?,12%,0.3%,
O=C(c1ccco1)n1nc(-c2ccco2)nc1SCc1ccccc1,-3%,5%,1%,?,1.4%,VEEV TC-83 Vero 10K pilot screen=0.4
O=C(O)c1cc(C(=O)O)c(-c2ccccc2)c(C(=O)O)c1,1%,-6%,-1%,4%,0.7%,
CCN1CCN(C(CNS(=O)(=O)c2ccc(Cl)cc2)c2ccccc2)CC1 (configuration not stated),-1%,5%,18%,1%,0.1%,
CCc1nnc(NC(=O)c2nc(Cl)ccc2Cl)s1,-6%,-8%,12%,10%,1.6%,
COc1cc(OC)cc(-c2c(-c3cccs3)c3cc(-c4ccc(OC)cc4F)ccc3n2C)c1,.,-4%,34%,6%,2.2%,VEEV TC-83 Vero 10K pilot screen=6.8
CCOc1ccc(C2C(C(=O)Nc3cc(C)on3)c3ccccc3C(=O)N2CCN2CCOCC2)cc1 (configuration not stated),-11%,10%,4%,-5%,i,
NC(CC(=O)O)C1CCCCC1 (configuration not stated),0%,.,-1%,-11%,.,
COc1ccc(C(=O)N2CCCc3ccccc32)cc1,-14%,18%,27%,-8%,i,
O=C1NN(c2ccccc2)C(=O)/C1=C/c1ccc(Sc2cccc3ccccc23)o1,-1%,11%,?,35%,3.6%,
CC(=O)Nc1ccc2c(c1)nc(CCNC(=O)c1ccco1)n2C,10%,-4%,-12%,-14%,1.0%,
O=C1NCCn2ccc(=O)cc21,16%,-16%,-1%,2%,0.8%,
Cc1ccc(/C=N/NC(=O)c2cc(C)oc2C)cc1,-5%,.,6%,3%,4.5%,
CCN(C(=O)CSc1nc(N)cc(=O)[nH]1)C1CCS(=O)(=O)C1 (configuration not stated),.,-11%,-3%,-7%,0.9%,
Cc1cc(C)c(C(N)=O)c(NC(=O)Nc2ccccc2)n1,4%,3%,-8%,5%,2.0%,
COc1ccc(F)cc1S(=O)(=O)n1cc(C)nc1-c1ccccc1,2%,-3%,0%,0%,4.7%,
Cc1ccc(OCCCN(C)C)c(Br)c1,10%,2%,-10%,-4%,1.5%,
COc1ccc(C(=O)OCC(O)COC(=O)c2ccc(OC)cc2)cc1,3%,.,8%,3%,1.2%,
NC(=O)CSc1nnc(-c2ccoc2)o1,4%,2%,-6%,-5%,0.5%,
